E-sel inducer = E-selectin induction on HUVECs | P16581 | HUVEC E-selectin immunofluorescence imaging; normalized: neutral wells 0, TNF-alpha wells 100 | activation, % at 7.58 µM | hit rate 0.37% among 260,000 | AID 686992;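 active means mean E-selectin-positive cell signal at least 10% of the positive control, reached in at least 60% of replicates, without over 20% cell loss; inconclusive means no rule given, readout overlaps actives, possibly toxicity-flagged; inactive means the rest, including those meeting only one limit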;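 further: in these data hits start at about 27%; measured in HUVEC primary endothelial cells; signal is the percent of cells scored E-selectin positive by PE staining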
Target sequence (P16581 whole entry, looked up): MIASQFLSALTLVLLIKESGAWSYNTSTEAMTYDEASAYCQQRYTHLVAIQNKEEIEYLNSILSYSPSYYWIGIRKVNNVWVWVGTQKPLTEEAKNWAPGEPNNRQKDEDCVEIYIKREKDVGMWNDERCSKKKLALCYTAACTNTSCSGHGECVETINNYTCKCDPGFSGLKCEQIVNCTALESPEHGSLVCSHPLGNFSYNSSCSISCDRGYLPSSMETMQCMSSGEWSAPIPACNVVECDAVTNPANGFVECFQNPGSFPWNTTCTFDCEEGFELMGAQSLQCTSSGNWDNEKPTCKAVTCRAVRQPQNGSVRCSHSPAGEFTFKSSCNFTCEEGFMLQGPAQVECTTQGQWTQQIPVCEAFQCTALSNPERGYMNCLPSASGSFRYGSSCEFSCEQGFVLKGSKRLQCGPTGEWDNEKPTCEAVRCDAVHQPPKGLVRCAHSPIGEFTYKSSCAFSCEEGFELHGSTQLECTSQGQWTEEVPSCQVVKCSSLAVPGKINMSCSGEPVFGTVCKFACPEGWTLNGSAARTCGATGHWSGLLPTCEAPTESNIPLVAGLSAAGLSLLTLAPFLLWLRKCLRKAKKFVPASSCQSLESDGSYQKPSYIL
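System: HUVEC / Compound: single concentration / Signal: immunofluorescence imaging / Read-out: percent E-selectin-positive cells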
XiGFP reactiv = reactivates the inactive X chromosome in mouse fibroblasts. XiGFP mouse fibroblasts, % GFP-positive cells imaging, 3 d; cells co-treated with 5-aza-dC sensitizer; scaled so ellipticine positive control = 100%. activation, % at 7.58 µM. hit rate 0.055% among 360,000. AID 743238;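 active means mean normalized replicate activation at least 10% and every replicate at or above 10%; inconclusive means only one of the two criteria met; inactive means mean below 10% and not all replicates reach 10%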;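 further: 0% = median of on-plate neutral control wells and 100% = ellipticine 6 µM median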
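material = 68-5-11 XiGFP fibroblast line | medium = DMEM plus 5-aza-dC sensitizer | schedule = 3 days compound exposure | benchmarks = positive control ellipticine, 6 µM final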
RAD52 anneal inh = RAD52 (human) annealing inhibition. recombinant RAD52 DNA annealing, FRET fluorescence. inhibition, % at 18.7 µM. hit rate 0.46% among 360,000;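 active means every replicate showing at least 50% inhibition; inconclusive means mean inhibition at least 50% but not in every replicate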
DENV2 CPE rescue = protects cells from dengue virus 2 cytopathic effect | DENV2-infected cells, cytopathic effect rescue, plate reader | CPE inhibition, % at 9.99 µM | hit rate 1.7% among 350,000 | AID 651640; in the data active means CPE inhibition above about 20%, passing the limit was not always enough; inconclusive means no clear call, values can overlap the other calls; tested in BHK-21 cells;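 further: 0% = median of neutral control wells and 100% = median of positive control wells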
CASP6 VEID inh = inhibitors of human caspase-6 | hit rate 0.53% among 350,000 | P55212 | AID 686996 | purified caspase-6, Z-VEID-R110 cleavage fluorescence | inhibition, % at 12.5 µM;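 active means mean inhibition across replicates at least about 35%, with every replicate also reaching that limit, limit read from the data; inconclusive means only one of the two criteria met; inactive means neither criterion met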;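 further: 0% = median of neutral control wells and 100% = no fluorescence left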
Target sequence (P55212 24-179 limits assumed): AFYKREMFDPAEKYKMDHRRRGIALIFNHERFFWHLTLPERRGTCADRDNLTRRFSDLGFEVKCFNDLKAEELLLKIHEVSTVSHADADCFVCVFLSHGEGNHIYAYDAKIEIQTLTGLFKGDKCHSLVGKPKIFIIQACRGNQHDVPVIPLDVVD
Target sequence (P55212 194-293 limits assumed): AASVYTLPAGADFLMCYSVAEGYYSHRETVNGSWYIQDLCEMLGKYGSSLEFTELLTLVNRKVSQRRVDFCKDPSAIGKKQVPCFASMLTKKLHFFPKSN
CFTR F508del cor = CFTR F508del correction in bronchial cells; CFBE cells, YFP halide quenching; stimulated with forskolin plus potentiator P3; % fluorescence drop versus neutral controls; activity (quench increase), % at 7.58 µM; hit rate 0.36% among 350,000; AID 720511;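 active means mean added fluorescence quench of at least 8% versus neutral control, with both replicates also reaching 8%; inconclusive means only one of the mean or replicate conditions met; inactive means mean below 8% and not both replicates reaching 8%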;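 further: cells transiently co-express mutant CFTR-F508del with the halide-sensitive YFP; corrector assay measuring rescue of mutant channel to the surface after 24 h compound exposure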
RAD54 inh = inhibitors of human RAD54 branch migration; Q92698; RAD54 Holliday junction branch migration, FAM/BHQ fluorescence; inhibition, % at 10.4 µM; hit rate 0.14% among 360,000; AID 602329;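 active means mean normalized replicate activity at least 40 and at least half of replicates scoring 40 or more; inconclusive means only one of the two criteria met; inactive means mean below 40 and under half of replicates reaching 40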;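 further: 0% = median of neutral control wells and 100% = median of positive control wells; inhibitors cause a drop in the FAM fluorescence signal; in these data hits start at about 50%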
GSIS activator = primary screen for activators of insulin secretion dependent on glucose, INS-1E cells, GLuc reporter luminescence; INS-1E GLuc reporter insulin secretion, 2-3 h; activation, % at 16.6 µM; hit rate 0.61% among 370,000; AID 743287;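 active means lowest replicate activation of at least 40%, so every replicate reaches that level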;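 further: 0% = median of neutral control wells and 100% = median of IBMX positive control wells; some compounds called inactive have numbers as strong as hits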
The depositor's hits bear a star; ? = inconclusive; . = no result given.

SMILES | E-sel inducer | XiGFP reactiv | RAD52 anneal inh | DENV2 CPE rescue | CASP6 VEID inh | CFTR F508del cor | RAD54 inh | GSIS activator
CCc1cc(=O)oc2cc(OC(C)C(=O)N3CC[C@@]4(O)CCCC[C@H]4C3)ccc12 (some centres undefined) | . | . | -7 | ? | 3 | 4.8 | -10 | .
C[C@@H]1CN([C@@H](C)CO)C(=O)c2c(c3ccccc3n2C)-c2ccccc2CO[C@@H]1CN(C)Cc1ccc(Oc2ccccc2)cc1 | 1.7 | -0.3 | 29 | -17 | 4 | 0.6 | . | 10
COc1cccc(-c2ccc3n(c2=O)C[C@@H]2[C@@H](CO)[C@H](C(=O)NCCN4CCCCC4)N(C)[C@H]32)c1 | -0.2 | 0.5 | 12 | -3 | 1 | . | 2 | 7
O=C([C@@H]1[C@@H](CO)[C@@H]2Cn3c(cccc3=O)[C@H]1N2C(=O)c1ccc(F)cc1)N1CCCCC1 | -0.3 | 0.0 | -11 | -4 | -3 | -0.6 | 10 | 15
COC(=O)c1sc2nc(C)nc(SCC(=O)C(C)(C)C)c2c1C | . | 0.0 | -8 | 1 | 2 | 2.2 | . | -3
O=C1OCCC1Sc1nc2ccccc2c(=O)n1-c1ccc(F)cc1 (centres undefined) | . | 0.0 | -9 | -4 | 3 | -0.1 | 4 | 10
COc1ccc(NC2CCCN(C(=O)c3ccc4nccnc4c3)C2)cc1OC (centres undefined) | 1.2 | 0.0 | -4 | -2 | 3 | -0.4 | -1 | 12
O=C(NCc1ccccc1F)C1CCCN(C(=O)Nc2ccc(F)cc2)C1 (centres undefined) | . | 0.0 | -4 | 1 | 1 | -1.1 | 5 | 16
COc1cc(NC(=O)c2cc([N+](=O)[O-])ccc2NC(=O)CN2CCN(c3ccccn3)CC2)cc(OC)c1 | -1.3 | 0.2 | -22 | . | -2 | -3.2 | 8 | 24
O=C1/C(=C/c2ccccc2F)SC(=S)N1CCC(=O)N1CCCCC1CCO (centres undefined) | 0.2 | 0.0 | -2 | -2 | -1 | -0.5 | -9 | -37
O=C(C[C@H]1CC[C@@H](NC(=O)CN2CCOCC2)[C@H](CO)O1)NCCc1ccccc1 | 0.1 | -0.6 | -9 | 12 | 0 | -0.5 | 9 | -2
COc1ccccc1C(=O)N/C(=C\c1ccc2c(c1)OCO2)C(=O)NCCc1nc2ccccc2[nH]1 | 1.4 | 0.1 | -10 | ? | -3 | -2.3 | 5 | -31
O=C(Cn1c(=O)cnc2ccccc21)Nc1ccccc1N1CCOCC1 | 0.3 | 0.0 | 4 | ? | -1 | 2.0 | -6 | 23
CCN(Cc1ccncc1)C(=O)C(CO)c1ccccc1 (centres undefined) | -2.4 | -0.1 | -10 | -1 | 4 | 0.5 | 2 | .
CCCC(CNC(=O)COC(=O)C1=NNC(=O)CC1)c1ccc(Cl)cc1Cl (centres undefined) | -0.2 | 0.4 | -8 | -3 | -2 | 3.9 | . | -15
CC(=O)c1ccc(S(=O)(=O)N2CCN(C(=O)CCC3CCCC3)CC2)cc1 | -0.3 | 0.1 | -11 | -1 | 1 | -3.5 | -3 | 3
CN(C)CC(=O)N1[C@H](CO)[C@H](c2ccccc2-c2cccc(C(=O)N(C)C)c2)[C@@H]1C#N | -0.1 | 0.1 | -4 | -10 | 1 | 0.4 | . | -9
COc1ccc(CN(C)C[C@H]2Oc3c(NS(C)(=O)=O)cccc3C(=O)N([C@@H](C)CO)C[C@H]2C)cc1 | 0.1 | 0.1 | -15 | 4 | -9 | -0.3 | -2 | 4
COc1ccc(C(C(=O)NC2CCCC2)N(C(=O)CNC(=O)c2ccco2)c2cccnc2)cc1 (centres undefined) | . | 0.2 | -13 | -1 | -3 | -1.8 | 10 | 10
Fc1ccc(Oc2ccc3nnc(C(F)(F)F)n3n2)cc1 | . | 0.0 | -9 | -2 | 0 | 2.7 | -3 | 0
Cc1ccccc1C(=O)N1CCC(C(=O)NCCc2ccc(S(N)(=O)=O)cc2)CC1 | . | 0.1 | -15 | -1 | -4 | -2.8 | 2 | -2
C[C@H]1CN([C@@H](C)CO)C(=O)c2cccc(NC(=O)Nc3ccc(C(F)(F)F)cc3)c2O[C@H]1CN(C)S(=O)(=O)c1cn(C)cn1 | -0.1 | 0.2 | -15 | 8 | -1 | 0.0 | 2 | -8
COc1ccc(Cn2c(=O)cc(N)n(-c3ccccc3C)c2=O)cc1 | . | 0.0 | -28 | -1 | -1 | 4.5 | 11 | -6
Cc1ccc(C(=O)OCC(=O)N(C)C2CCS(=O)(=O)C2)cc1[N+](=O)[O-] (centres undefined) | . | 0.0 | 5 | . | 0 | 1.7 | . | 10
CCCS(=O)(=O)Nc1cccc(-c2ccc3nnc(C)n3n2)c1 | 0.0 | 0.0 | -10 | 4 | 0 | -1.7 | . | 9

Limited to CASP6 VEID inh and DENV2 CPE rescue, for some of the entries so far:
Molecule | CASP6 VEID inh | DENV2 CPE rescue
O=C(Cn1c(=O)cnc2ccccc21)Nc1ccccc1N1CCOCC1 | -1 | ?
O=C1/C(=C/c2ccccc2F)SC(=S)N1CCC(=O)N1CCCCC1CCO (centres undefined) | -1 | -2

(next part)
SMILES | E-sel inducer | XiGFP reactiv | RAD52 anneal inh | DENV2 CPE rescue | CASP6 VEID inh | CFTR F508del cor | RAD54 inh | GSIS activator
COc1ccc2c3c([nH]c2c1)[C@H](CO)N(C(C)=O)CC31CCN(C(=O)c2ccc3c(c2)OCO3)CC1 | 0.0 | 0.0 | -6 | -8 | 2 | -2.4 | . | 13
O=C(Cn1cnc2c(nnn2Cc2ccc(F)cc2)c1=O)OCc1ccccc1 | . | . | -16 | 2 | 0 | 1.8 | 4 | 0
CCOC(=O)C1CCCN(c2c(NCCc3ccc(C)cc3)c(=O)c2=O)C1 (centres undefined) | 3.8 | -0.2 | -9 | -4 | -2 | -2.3 | -8 | 0
COc1ccc(NC(=O)COC(=O)c2ccc3c(c2)OCO3)c(OC)c1 | 0.0 | 0.0 | -19 | 1 | 0 | -1.7 | 2 | .
CCOC(=O)c1[nH]ncc1[C@@H]1C[C@H]2CN(Cc3cccc(Cl)c3)C(=O)[C@]23CCCN13 | 5.2 | 0.0 | -6 | 6 | -2 | -0.4 | -6 | 3
N/C(=N\OC(=O)c1ccc([N+](=O)[O-])cc1)c1ccc(Br)cc1 | 0.2 | 0.0 | 4 | -3 | 0 | 1.2 | 3 | -1
C[C@@H]1CN([C@@H](C)CO)C(=O)Cc2cc(NC(=O)Nc3ccccc3)ccc2O[C@H]1CN(C)C | -5.5 | -0.1 | -7 | -7 | -1 | -1.8 | 3 | 0
CSCCC(NS(=O)(=O)c1ccc(C)c(C(=O)O)c1)C(=O)O (centres undefined) | . | 0.1 | -8 | . | 13 | -1.3 | . | -9
Cc1ccccc1-c1cc2nc(NCCN3CCCC3)n(C)c(=O)c2s1 | 0.0 | 0.1 | 36 | 2 | -34 | 3.9 | 14 | -17
C=CC[C@@H](Cc1ccc(F)cc1)C(=O)OC[C@H]1CCCN1C(=O)[C@@H](CC=C)CC(=O)N[C@H](CO)Cc1ccccc1 | 0.0 | 0.0 | -11 | 6 | 2 | -2.0 | 3 | -34
CC1CCN(C(=O)COC(=O)C(C)N2C(=O)c3ccccc3C2=O)CC1 (centres undefined) | . | 0.0 | -2 | 11 | -2 | -0.4 | 5 | 8
COc1ccc(N2CCN(C(=O)NCc3ccc(OC)c(Cl)c3)CC2)cc1 | 0.8 | -0.1 | -13 | 8 | 0 | -6.3 | . | -8
COCCCNc1nc2ccccc2nc1NS(=O)(=O)c1ccc(F)cc1 | 2.4 | 0.0 | -8 | 15 | 2 | 1.2 | -11 | -14
Cc1ccc(NC(=O)C(=O)NCC2CCCO2)cc1 (centres undefined) | 0.1 | 0.3 | -13 | 1 | . | -0.2 | . | 15
COc1cc2cc(CCCOC(=O)CCCC(=O)O)oc(=O)c2cc1OC | 0.0 | 0.0 | -10 | 38* | 4 | -2.3 | -1 | -5
O=C(CSc1nnc(-c2ccc(C(F)(F)F)cn2)s1)c1ccccc1 | -0.1 | -0.1 | -10 | 6 | -2 | -1.0 | 7 | 16
Cc1ccc(CN(Cc2cccnc2)C(=S)Nc2cccc(Cl)c2C)cc1 | -0.1 | -0.1 | 7 | . | 2 | 3.1 | . | 15
CC1=NN(c2ccccc2)C(=O)C1C(=O)c1cc([N+](=O)[O-])cc([N+](=O)[O-])c1 (centres undefined) | . | -0.1 | -8 | 6 | 2 | -1.9 | . | -2
CCN(CC(=O)NCc1ccc(Cl)cc1)C(=O)C(C)Sc1ccccc1 (centres undefined) | -0.1 | 0.0 | -5 | 16 | -81 | 2.5 | 2 | -40
O=C([C@@H]1N[C@@H]2c3ccc(-c4ccccc4)c(=O)n3C[C@@H]2[C@H]1CO)N1CCOCC1 | -0.3 | 0.6 | -12 | 8 | 2 | 0.0 | 2 | 11
O=C(NCCc1ccccc1)C1CCN(C(=O)c2ccc([N+](=O)[O-])cc2)CC1 | -0.1 | 0.3 | -3 | 5 | 3 | 1.7 | . | 1
CC(=O)N1CC[C@@H]2[C@H]1c1cc(-c3cccc(F)c3)ccc1N(C)[C@@H]2CO | 1.5 | 0.3 | -8 | -11 | -3 | 0.8 | 9 | -3
COc1ccccc1NC(=O)c1ccc(S(=O)(=O)N(C)c2ccccc2OC)cc1 | 0.6 | 0.0 | -1 | -4 | 3 | 2.1 | -3 | 3
CCOC(=O)/C=C/C(=O)Nc1nccs1 | -1.4 | 0.0 | -8 | 16 | -3 | . | -4 | 2
Cc1ccc(NC(=O)CCn2c(=O)[nH]c3ccsc3c2=O)cc1C | . | 0.0 | -4 | 3 | 4 | 2.0 | -1 | -24
SMILES | E-sel inducer | XiGFP reactiv | RAD52 anneal inh | DENV2 CPE rescue | CASP6 VEID inh | CFTR F508del cor | RAD54 inh | GSIS activator
O=C(CN1CCN(C(=O)CNC(=O)c2ccc(N3CCCC3=O)cc2)CC1)Nc1cccc(F)c1 | 0.2 | -0.1 | -20 | ? | -1 | -2.2 | -7 | -1
O=C(C[C@@H]1CC[C@@H](NC(=O)Nc2cc(F)ccc2F)[C@H](CO)O1)NCc1ccc2c(c1)OCO2 | 0.1 | 0.8 | 5 | 3 | -1 | 1.8 | 3 | -2
CCCNC(=O)N1CC2(CCN(C(=O)c3cccc(F)c3)CC2)c2c([nH]c3cc(OC)ccc23)[C@H]1CO | 0.5 | 4.7 | 5 | -2 | 0 | -1.5 | . | -4
c1csc(-c2nnc3ccccn23)c1 | . | . | -1 | . | 2 | . | 9 | 4
CCS(=O)(=O)Nc1ccc2c(c1)C(=O)N(C)[C@@H]1CC[C@H](CC(=O)N[C@@H]3CCN(Cc4ccccc4)C3)O[C@H]1CO2 | 0.0 | 0.0 | 3 | 2 | -8 | . | 1 | 7
C/C=C/c1ccc([C@H]2[C@H](CO)N3C(=O)CN(C(=O)Nc4ccc(F)cc4)C[C@@H]23)cc1 | 0.1 | 0.1 | -9 | -7 | 0 | 0.1 | . | -2
NS(=O)(=O)c1ccc(NC(=S)NC2CC2)cc1 | . | -0.1 | -14 | 4 | 2 | 2.1 | 2 | 5
C[C@H]1CN([C@@H](C)CO)C(=O)c2cc(NC(=O)Nc3ccc4c(c3)OCO4)ccc2O[C@H]1CN(C)S(C)(=O)=O | . | -1.0 | 15 | 0 | 0 | -2.5 | 10 | -2

High-throughput results from PubChem.

An unsorted share of the library. About 3.7% of those tested had a hit in this group.
